PDI turbidity = PDI (human) enzyme inhibition; P07237; PDI insulin aggregation turbidity, A650, 90 min; inhibition, % at 10 µM; 350,000 tested, 0.052% active;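 active means mean inhibition across replicates of 30% or more, whatever share of single replicates reach that level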;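 further: absorbance from insulin aggregation driven by PDI reduction with DTT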
Target sequence (P07237 whole entry, looked up): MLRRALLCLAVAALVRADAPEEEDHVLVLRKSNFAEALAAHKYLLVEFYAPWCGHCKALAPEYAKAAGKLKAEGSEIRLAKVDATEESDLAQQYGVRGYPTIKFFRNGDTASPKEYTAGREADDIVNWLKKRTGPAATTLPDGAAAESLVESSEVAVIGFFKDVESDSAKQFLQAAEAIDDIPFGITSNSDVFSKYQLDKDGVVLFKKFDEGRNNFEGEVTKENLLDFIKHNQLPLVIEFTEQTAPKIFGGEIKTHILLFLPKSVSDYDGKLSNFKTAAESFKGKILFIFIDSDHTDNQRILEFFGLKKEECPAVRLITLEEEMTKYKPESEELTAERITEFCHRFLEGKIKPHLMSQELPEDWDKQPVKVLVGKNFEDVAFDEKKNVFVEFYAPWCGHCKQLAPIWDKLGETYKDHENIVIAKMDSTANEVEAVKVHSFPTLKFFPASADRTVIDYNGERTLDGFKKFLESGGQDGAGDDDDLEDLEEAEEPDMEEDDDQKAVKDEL
CF NFkB block = cystic fibrosis NF-kB activation inhibition | KKLEB NF-kB-GFP reporter, PAF-induced, GFP fluorescence overnight | inhibition, % at 5 µM | 360,000 tested, 0.86% active | AID 588850;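 active means at least 50% inhibition at 5 µM, scaled per plate between neutral and stimulator controls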;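 further: PAF is a Pseudomonas aeruginosa culture filtrate used as stimulus; plate controls were PAF-stimulated DMSO wells for no effect and unstimulated DMSO wells for full effect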
Peg3 prom inh = Peg3 promoter activity inhibition | HeLa PEG-Prom luciferase reporter, luminescence, overnight | inhibition, % at 20 µM | 360,000 tested, 1.7% active | AID 588405;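 active means inhibition of at least 50% at 20 µM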
NR2E3 ag-1 = activates human NR2E3 receptor. Q9Y5X4. CHO-S Gal4-NCOR/VP16-NR2E3 two-hybrid, luciferase. inhibition of corepressor binding, % at 3.98 µM. 360,000 tested, 0.35% active. AID 602229;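 active means inhibition above the mean of all tested compounds plus 3 SD, cut at about 70% in these data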;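 further: 0% = DMSO with NR2E3 transfected cells and 100% = cells lacking NR2E3 construct; higher means lower luciferase signal from less NR2E3 corepressor binding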
Target sequence (Q9Y5X4 whole entry, looked up, the tested form may be a part): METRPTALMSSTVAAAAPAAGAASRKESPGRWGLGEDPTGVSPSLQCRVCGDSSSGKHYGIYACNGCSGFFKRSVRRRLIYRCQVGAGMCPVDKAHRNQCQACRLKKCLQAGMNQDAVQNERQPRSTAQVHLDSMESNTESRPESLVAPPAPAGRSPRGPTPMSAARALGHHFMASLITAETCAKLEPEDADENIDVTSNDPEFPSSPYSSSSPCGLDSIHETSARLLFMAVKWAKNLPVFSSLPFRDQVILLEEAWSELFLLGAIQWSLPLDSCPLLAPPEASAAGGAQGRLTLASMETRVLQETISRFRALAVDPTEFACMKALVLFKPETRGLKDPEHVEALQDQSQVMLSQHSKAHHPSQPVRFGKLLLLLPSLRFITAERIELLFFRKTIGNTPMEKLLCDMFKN
CaV13 FRET inh = Disruptors of the CACNA1D IQ motif to Ca2+-dependent inactivation inhibitor domain association, primary screening, Förster resonance energy transfer in intact living …; AID 743397; inhibition, % at 12.3 µM; 340,000 tested, 0.098% active; HEK cells, CFP/YFP FRET ICDI-IQ, plate reader, 10 min; percent FRET-ratio fall versus neutral wells;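 active means mean replicate inhibition of at least 30% and at least 1% of replicates passing that level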;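 further: 0% = median of the neutral control wells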
Shn3 inh set2 = reduces Shn3 3'UTR luciferase signal in osteoblasts; Clone20 osteoblast Shn3 3'UTR firefly luciferase, 24 h; AID 588674; 360,000 tested, 0.52% active; inhibition, % at 12.5 µM;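 active means mean inhibition of at least 75% with every replicate also reaching 75%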;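 further: 0% = median of neutral control wells and 100% = pilot-screen positive control compound; some compounds past the cut are filed as inactive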
KKLEB tox = counter-screen for CF NF-kB inhibitors: cytotoxicity. KKLEB CF airway cells viability, ATPlite luminescence, overnight; hits give low values; cells stimulated with P. aeruginosa culture filtrate. activity change (cytotoxicity), % at 5 µM. 360,000 tested, 0.36% active;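 active means corrected activity change at or below -50% at 5 µM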
NR2E3 ag-2 = activates human photoreceptor nuclear receptor NR2E3; Q9Y5X4; 320,000 tested, 0.12% active; AID 2300; inhibition of corepressor binding, % at 4.78 µM; GST-NR2E3/biotin-RetCOR TR-FRET, 1536-well;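 active means percent inhibition above the cutoff of mean plus 3 SD of all tested compounds, set per screening campaign, cut at about 20% in these data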;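 further: 0% = DMSO wells and 100% = biotin wells as full block of FRET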
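system = GST-tagged NR2E3 plus biotinylated RetCOR corepressor | input = 1.35 nM GST-NR2E3 | also added = 7 nM biotin-RetCOR | schedule = 5 h incubation at 4 °C | measured by = TR-FRET with europium anti-GST and streptavidin-D2, 340 nm excitation | read-out = percent loss of FRET ratio relative to control wells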
HIF-2a block = inhibitors of HIF-2a; inhibition, % at 18.8 µM; 360,000 tested, 0.72% active; 786-0 RCC cells HIF-2a reporter, luciferase luminescence, overnight;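 active means inhibition of the luminescence signal of 40% or more relative to plate controls, in a single-dose primary screen at 18.75 µM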
Vif inh = inhibitors of HIV Vif; HEK293T cells, Vif self-association by quenched fluorescence, imaging, 24 h; inhibition, % at 7.49 µM; 340,000 tested, 0.35% active; AID 602346; in the data active means inhibition above about 50%, passing the limit was not always enough; further: some results filed as inactive read as strong as hits
MITF TRPM1 inh = inhibitors of MITF-driven TRPM1 promoter in melanoma cells. 330,000 tested, 0.83% active. SK-MEL-5 TRPM1 promoter luciferase, 24 h. AID 488899. inhibition, % at 12.5 µM;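 active means mean inhibition across replicates of 60% or more, whatever share of single replicates reaches that level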; further: values of inactives mirror those of a sister screen read the other way
Active calls of the source: *; nt = no result given; & = joins results of further samples.

Sample of the layout:
SMILES	PDI turbidity	CF NFkB block	Peg3 prom inh	NR2E3 ag-1	CaV13 FRET inh	Shn3 inh set2	KKLEB tox	NR2E3 ag-2	HIF-2a block	Vif inh	MITF TRPM1 inh
COCc1cc(C)nc(N/N=C/c2ccc(Cl)c(Cl)c2)c1C#N	-7	-1	-5	7	-4	5	4	-1	23	3	-15
CC1CCN(C(=O)Oc2ccccc2)CC1	-3	-7	3	-16	-3	-17	11	-2	17	-5	-17
Cc1ccccc1Oc1ccc(-c2nc(N)nc(N)n2)cc1	2	21	-19	-20	-4	8	-10	-3	-54	-1	7

Results, from the first entry:
SMILES	PDI turbidity	CF NFkB block	Peg3 prom inh	NR2E3 ag-1	CaV13 FRET inh	Shn3 inh set2	KKLEB tox	NR2E3 ag-2	HIF-2a block	Vif inh	MITF TRPM1 inh
COCc1cc(C)nc(N/N=C/c2ccc(Cl)c(Cl)c2)c1C#N	-7	-1	-5	7	-4	5	4	-1	23	3	-15
CC1CCN(C(=O)Oc2ccccc2)CC1	-3	-7	3	-16	-3	-17	11	-2	17	-5	-17
Cc1ccccc1Oc1ccc(-c2nc(N)nc(N)n2)cc1	2	21	-19	-20	-4	8	-10	-3	-54	-1	7
O=C(O)c1ccc(NC(=O)c2ccccc2NC(=O)c2ccccc2Br)cc1	5	-23	3	-17	-1	13	7	2	16	9	1
COc1ccc(NC(=O)C(CCS(C)(=O)=O)NC(C)=O)cc1 (configuration not stated)	-3	-7	3	-2	1	3	8	-1	7	8	-6
O=C(O)CCCC(=O)Nc1nc(-c2ccccc2)cs1	5	-6	-1	-30	-5	-37	2	2	-2	-10	3
CCCCCCCCCC(=O)N/N=C/c1ccc(C)s1	1	12	-16	-2	-5	6	-3	-2	-53	5	5
CC(C)C(NC(=O)c1ccc(F)cc1)C(=O)OCC(=O)N1CC(=O)Nc2ccccc21 (configuration not stated)	-3	-1	-2	-10	-7	-29	-15	-2	4	-3	-12
COCCNc1nc(NCc2cccs2)nc2ccsc12	8	19	11	38	-4	22	-9	nt	15	-3	nt
CCOC(=O)C1=C(C)NC2=C(C(=O)CC(C)(C)C2)C1c1cccc(C)n1 (configuration not stated)	-1	6	5	-14	-5	8	-14	-4	12	6	1
Cc1cccc(NC(=O)C2CCCN(S(=O)(=O)c3ccc4c(c3)oc(=O)n4C)C2)c1 (configuration not stated)	4	6	17	0	-4	-3	-2	1	16	9	11
CNC(=O)COC(=O)/C=C/c1ccco1	-6	-12	3	-13	-20	-1	-2	4	12	2	5
Cc1cc(NC(=O)CSc2cn(CCNC(=O)c3ccc(F)cc3)c3ccccc23)no1	-8	16	-11	-2	-4	-5	-9	2	-31	-17	1
Fc1ccc(C2CC(c3ccco3)=NN2c2ccccc2)cc1 (configuration not stated)	-9	-17	-18	5	-5	1	1	5	-41	nt	-5
OC(C#Cc1ccccn1)c1cccs1 (configuration not stated)	0	1	-32	-15	nt	0	-6	1	-29	-7	10
O=S(=O)(c1ccc(OCC(O)CNC23CC4CC(CC(C4)C2)C3)c(Cl)c1)N1CCOCC1 (configuration not stated)	7	-5	31	10	10	19	-8	2	8	14	-14
CNC(=O)COc1ncnc2sc(C)c(C)c12	2	4	8	-13	-2	2	-4	-1	15	nt	-3
O=C(Nc1ccccc1C(=O)NCCc1ccccc1)c1ccco1	0	-11	-80	-35	0	-12	1	4	-122	-2	-10
Clc1ccc(CNC2CCN(Cc3ccccc3)CC2)cc1	-2	-2	44	-4	2	15	0	0	18	2	-7
CS(=O)(=O)c1cccc(NC(=O)C2CC2)c1	-7	0	4	-11	1	-6	13	-1	8	-1	8
O=C(Nc1nnc(Cc2ccccc2)s1)c1cnccn1	-5	22	-49	4	1	-14	-15	3	-98	5	-5
COc1ccc(CC(=O)NNC(=O)COc2ccc(F)cc2)cc1S(=O)(=O)N1CCOCC1	10	-11	5	-9	-3	-9	0	nt	0	13	-3
N#C/C(=C\c1cccs1)C(=O)NCc1ccccc1	0	-14	-64	-1	-4	8	-5	1	-4	-2	-7
O=C1COc2ccc(S(=O)(=O)Nc3ccc(F)cc3)cc2N1	-5	1	3	6	-2	7	15	3	10	-1	1
CCN=C1SC(CC(=O)Nc2ccccc2)C(=O)N1CC (configuration not stated)	-14&3	0&-7	8&12	-21&-11	-5&-2	-28&-2	-12&3	1	6&11	7&-6	-4&2
C#CCOCCOCCOCCNc1nc(N2CCN(C(=O)Cn3cc(CC(C)O)nn3)CC2)nc(N2CCN(C(=O)[C@H](CCCCN)n3cc(CCCC)nn3)CC2)n1 (some centres not stated)	4	-4	0	-7	-14	-1	9	nt	7	4	5
COc1ccccc1N1CCN(c2nccc(C)n2)CC1	-2	-8	8	-2	-4	5	9	1	-9	-7	-17
NC(=O)CSc1nnc2ccc(-c3ccco3)nn12	2	11	5	10	-2	20	-2	4	10	-1	-2
CC1(C)CC(=O)C=C(NNC(=O)C2CCCCC2)C1	1	6	5	6	-5	-23	-1	-3	2	-4	-2
Oc1ccccc1C1SC(c2ccccc2O)SC(c2ccccc2O)S1 (configuration not stated)	-5	91*	105*	3	-6	41	-88*	nt	33	60*	42
CSc1nnc(-c2ccc(C(F)(F)F)nc2C)o1	0	1	3	-17	-6	-8	22	0	10	-3	-16
OCCC1CN(C2CSCCSC2)CCN1Cc1ccccc1 (configuration not stated)	-10	-2	18	-11	0	-2	2	-1	5	3	5
Oc1ccc2oc3c(c2c1)CCCC3	1	7	-102	-8	nt	-8	-2	2	-22	-1	-16
O=C(c1ccc(Cl)cc1)C1C2C(=O)N(c3ccccc3)C(=O)C2C2CCCN21 (configuration not stated)	15	-9	6	-6	-2	-5	7	nt	10	4	7
O=c1nc(-c2ccccc2)cn[nH]1	15	4	7	-7	-5	-15	-6	3	5	7	7
O=C(O)CSCC(=O)N1CCN(c2ncnc3scc(-c4ccccc4)c23)CC1	-2	7	0	5	-2	-6	2	1	6	-18	0
COc1ccc(CCOC(=O)c2ccc(N)c([N+](=O)[O-])c2)cc1	-3	-15	-65	50	-6	42	8	4	-46	-15	-5
O=C(O)CCSc1nnc(-c2ccc3c(c2)OCO3)o1	-6	8	36	53	-7	34	-4	2	92*	17	38
CC(=O)OC(C(=O)N1CCN(c2ccccc2F)CC1)c1ccccc1 (configuration not stated)	2	-2	16	-16	-5	-12	8	2	12	4	-5
Cc1cc(=O)[nH]c2c(C)cc(S(=O)(=O)NCc3ccccc3)cc12	-6	-4	1	-29	-7	20	-9	5	10	5	5
O=C1c2ccccc2C(=O)N1CCCCN(C(=O)c1cc([N+](=O)[O-])ccc1Cl)c1ccc(Cl)cc1	0	-8	25	-22	-3	2	2	5	17	6	2
COCCN(C(=O)COC(=O)CCn1c(C)csc1=O)c1c(N)n(Cc2ccccc2)c(=O)[nH]c1=O	0	-1	-2	-4	-15	-4	2	2	-7	5	-9
C/C(CC(=O)NC(C)(C)C)=N\NC(=O)c1ccccc1N	-3	-5	-1	-49	0	-2	1	-2	-20	8	-4
Cc1cccc(NC(=O)CSc2n[nH]c(-c3ccncc3)n2)c1C	10	-27	5	5	-2	17	14	3	-2	1	6
CCc1nnc(NC(=O)c2cc(S(=O)(=O)N3CCN(c4ccccc4)CC3)ccc2Cl)s1	0	1	17	5	nt	4	-12	-1	14	6	2
O=C(O)C1C2C=CC3(CN(C4CCCC4)C(=O)C13)O2 (configuration not stated)	nt	12	4	-15	-1	-8	-3	4	7	10	0
O=C(NCc1cccs1)c1cccnc1Cl	3	-6	-8	-18	-4	-3	2	1	7	-14	2
Cc1ccc(S(=O)(=O)NCCCNc2ccc([N+](=O)[O-])cc2)cc1	0	-15	36	36	-6	53	15	2	14	6	-2
O=C(CSc1ccc([N+](=O)[O-])cc1)Nc1nnc(C2CC2)s1	-2	-12	7	2	-5	-41	7	nt	10	3	1
COc1ccc(Cc2nnc(SCc3ccc([N+](=O)[O-])cc3)o2)cc1	7	65*	7	-63	-5	-2	0	1	20	-4	-7
Cc1ccccc1NC(=O)C1COc2ccccc2O1 (configuration not stated)	-3	-16	-20	4	-5	3	5	-1	-89	4	-6
CN(C)CCCNC(=O)c1cc2c3ccccc3n(C)c2s1	0	0	4	-19	nt	-8	4	-2	10	-7	17
CC(C)CNC(=O)CSc1ccc(S(=O)(=O)N(C)C2CCCCC2)cn1	-1	12	21	1	nt	15	-6	nt	10	-4	5

Exported with values under each structure: 15 of the compounds above
Below each compound: PDI turbidity	CF NFkB block	Peg3 prom inh	NR2E3 ag-1	CaV13 FRET inh	Shn3 inh set2	KKLEB tox	NR2E3 ag-2	HIF-2a block	Vif inh	MITF TRPM1 inh
COCCNc1nc(NCc2cccs2)nc2ccsc12
    8	19	11	38	-4	22	-9	nt	15	-3	nt
CCOC(=O)C1=C(C)NC2=C(C(=O)CC(C)(C)C2)C1c1cccc(C)n1 (configuration not stated)
    -1	6	5	-14	-5	8	-14	-4	12	6	1
Cc1cccc(NC(=O)C2CCCN(S(=O)(=O)c3ccc4c(c3)oc(=O)n4C)C2)c1 (configuration not stated)
    4	6	17	0	-4	-3	-2	1	16	9	11
CNC(=O)COC(=O)/C=C/c1ccco1
    -6	-12	3	-13	-20	-1	-2	4	12	2	5
Cc1cc(NC(=O)CSc2cn(CCNC(=O)c3ccc(F)cc3)c3ccccc23)no1
    -8	16	-11	-2	-4	-5	-9	2	-31	-17	1
Fc1ccc(C2CC(c3ccco3)=NN2c2ccccc2)cc1 (configuration not stated)
    -9	-17	-18	5	-5	1	1	5	-41	nt	-5
OC(C#Cc1ccccn1)c1cccs1 (configuration not stated)
    0	1	-32	-15	nt	0	-6	1	-29	-7	10
O=S(=O)(c1ccc(OCC(O)CNC23CC4CC(CC(C4)C2)C3)c(Cl)c1)N1CCOCC1 (configuration not stated)
    7	-5	31	10	10	19	-8	2	8	14	-14
CNC(=O)COc1ncnc2sc(C)c(C)c12
    2	4	8	-13	-2	2	-4	-1	15	nt	-3
O=C(Nc1ccccc1C(=O)NCCc1ccccc1)c1ccco1
    0	-11	-80	-35	0	-12	1	4	-122	-2	-10
Clc1ccc(CNC2CCN(Cc3ccccc3)CC2)cc1
    -2	-2	44	-4	2	15	0	0	18	2	-7
CS(=O)(=O)c1cccc(NC(=O)C2CC2)c1
    -7	0	4	-11	1	-6	13	-1	8	-1	8
O=C(Nc1nnc(Cc2ccccc2)s1)c1cnccn1
    -5	22	-49	4	1	-14	-15	3	-98	5	-5
COc1ccc(CC(=O)NNC(=O)COc2ccc(F)cc2)cc1S(=O)(=O)N1CCOCC1
    10	-11	5	-9	-3	-9	0	nt	0	13	-3
N#C/C(=C\c1cccs1)C(=O)NCc1ccccc1
    0	-14	-64	-1	-4	8	-5	1	-4	-2	-7

Bioassay records from PubChem.
